GRIN3A LBD mod – binders of NR3A ligand-binding domain, primary screen, biophysical, differential scanning fluorimetry, uHTS; actives 2.5% (n = 340,000); NR3A LBD differential scanning fluorimetry, Tm shift; 0% = protein alone, 100% = glycine-bound protein; AID 1259313, 2017; Tm shift relative to glycine control, % at 25 µM; Glutamate receptor ionotropic, NMDA 3A (GRIN3A) ligand-binding domain;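 active means melting temperature shift of at least 10% of the positive control shift, at one fixed dose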
A3G deaminase – APOBEC3G DNA deaminase inhibitors, primary screen, biochemical, fluorescence, single-stranded DNA substrate, uHTS; DNA dC->dU-editing enzyme APOBEC-3G (Homo sapiens), Q9HC16; recombinant A3G, ssDNA deamination FAM/TAMRA fluorescence; inhibition, % at 20 µM; actives 0.28% (n = 330,000); AID 493012, 2011;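 active means inhibition of at least 40% at 20 µM, with no more than 30% in the related APOBEC3A deaminase screen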;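 further: plate controls were DMSO wells with A3G for no effect and wells lacking A3G enzyme for full effect; some compounds called inactive have numbers as strong as hits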
APOBEC3A inh – APOBEC3A ssDNA deaminase inhibitors, primary screen, selectivity assay for APOBEC3G inhibitor project, biochemical, FAM/TAMRA oligo cleavage fluorescence; DNA dC->dU-editing enzyme APOBEC-3A (Homo sapiens), P31941; recombinant A3A, FAM/TAMRA ssDNA deamination fluorescence; inhibition, % at 20 µM; actives 0.41% (n = 330,000);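 active means at least 40% inhibition at 20 µM here, with at most 30% in a related deaminase screen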;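 further: plate controls were A3A with DMSO for no effect and wells lacking A3A enzyme for full effect; some results filed as inactive read as strong as hits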
Target sequence (P31941 whole entry, looked up): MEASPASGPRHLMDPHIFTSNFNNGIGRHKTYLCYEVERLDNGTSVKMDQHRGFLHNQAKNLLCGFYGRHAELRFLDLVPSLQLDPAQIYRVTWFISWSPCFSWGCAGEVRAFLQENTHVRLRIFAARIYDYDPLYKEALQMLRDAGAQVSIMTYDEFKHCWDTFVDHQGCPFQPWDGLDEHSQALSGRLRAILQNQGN
Gli-Sufu block – Gli-Sufu pathway antagonists, primary screen, luciferase luminescence, Sufu-KO-LIGHT cells, uHTS | inhibition, % at 5 µM | actives 0.74% (n = 340,000) | Sufu-KO-LIGHT fibroblasts, Gli luciferase reporter luminescence;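 active means inhibition above about 55%, limit read from the data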;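 further: 0% = DMSO-treated cells and 100% = wells with medium but no cells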
CXCR6 inh – CXCR6 receptor inhibitors, primary screen, cell-based, beta-arrestin, luminescence, CHO-K1 PathHunter, 1536-well; actives 0.36% (n = 360,000); C-X-C chemokine receptor type 6 (Homo sapiens), O00574; inhibition, % at 20 µM; in the data active means inhibition above about 34%, passing the limit was not always enough;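 further: antagonist mode with CXCL16 agonist at 10 nM final; 0% = 10 nM CXCL16 with DMSO and 100% = unstimulated wells without agonist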
Target sequence (O00574 whole entry, looked up): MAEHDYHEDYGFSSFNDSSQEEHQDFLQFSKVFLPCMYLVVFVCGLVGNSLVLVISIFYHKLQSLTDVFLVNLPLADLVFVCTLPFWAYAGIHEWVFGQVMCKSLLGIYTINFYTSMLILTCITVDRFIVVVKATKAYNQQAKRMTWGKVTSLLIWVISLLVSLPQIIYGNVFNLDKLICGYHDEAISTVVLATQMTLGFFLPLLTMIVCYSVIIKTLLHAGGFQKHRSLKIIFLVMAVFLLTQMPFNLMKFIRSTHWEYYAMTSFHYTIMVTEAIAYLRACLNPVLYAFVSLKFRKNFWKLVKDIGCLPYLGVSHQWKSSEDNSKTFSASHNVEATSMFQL
MPTP block – mitochondrial permeability transition pore inhibitors, primary screen, biochemical, isolated mouse mitochondria, absorbance; Ca2+ swelling absorbance, 30 min; inhibition, % at 10 µM; actives 1.4% (n = 360,000);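 active means inhibition of 50% or more, scaled per plate between neutral and stimulator controls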;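 further: 0% = DMSO wells given calcium and 100% = 1 mM EGTA wells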
CCR6 antag – CCR6 receptor antagonists, primary screen, cell-based, CHO-K1, luminescence, beta-arrestin, uHTS; C-C chemokine receptor type 6 (Homo sapiens), P51684; CHO-K1 CCR6 PathHunter beta-arrestin, CCL20-stimulated; inhibition, % at 20 µM; actives 0.49% (n = 340,000); AID 493098, 2011;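 active means compounds whose inhibition of the agonist-driven luminescence signal at 20 µM reaches about 50%, limit read from the data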;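 further: cells stimulated with CCL20 at 14 nM final; plate controls were DMSO with CCL20 for no effect and DMSO without agonist for full effect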
Target sequence (P51684 whole entry, looked up): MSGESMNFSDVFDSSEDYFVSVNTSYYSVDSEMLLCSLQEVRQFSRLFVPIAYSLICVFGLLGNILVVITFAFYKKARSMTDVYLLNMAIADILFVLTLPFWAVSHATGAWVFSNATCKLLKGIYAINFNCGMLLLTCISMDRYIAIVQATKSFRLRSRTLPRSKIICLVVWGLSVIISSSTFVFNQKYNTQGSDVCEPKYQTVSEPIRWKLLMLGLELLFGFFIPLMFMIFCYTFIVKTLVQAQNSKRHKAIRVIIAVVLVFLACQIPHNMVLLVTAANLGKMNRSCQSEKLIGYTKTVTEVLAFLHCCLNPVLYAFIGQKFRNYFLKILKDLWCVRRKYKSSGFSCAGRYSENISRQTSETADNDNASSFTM
EBI2 block – EBI2 receptor antagonists, beta-arrestin recruitment, primary screen, cell-based, luminescence, 7a,25-OHC stimulation, uHTS. inhibition, % at 5 µM. AID 651636, 2012. 7a,25-OHC stimulated. actives 0.81% (n = 360,000); in the data active means inhibition above about 38%;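 further: enzyme fragment complementation signal reports receptor beta-arrestin coupling in cells; 0% = agonist plus DMSO wells and 100% = wells without agonist; some results beyond the cut were filed as inactive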
Starred values were filed as active, the others as inactive.

Screening NS(=O)(=O)c1ccc(N=Cc2c(O)n(-c3nccs3)c(=O)c3ccccc23)cc1 returned GRIN3A LBD mod -3, A3G deaminase -3, APOBEC3A inh -4, Gli-Sufu block -6, CXCR6 inh -5, MPTP block 1.6, CCR6 antag 12 and EBI2 block 1.
`COc1cc(C(=O)Nc2cc(C)c(OCC(=O)N3CCOCC3)c(C)c2)cc(OC)c1OC` gave GRIN3A LBD mod 0, A3G deaminase -4, APOBEC3A inh -2, Gli-Sufu block -4, CXCR6 inh -9, MPTP block -0.8, CCR6 antag 9 and EBI2 block -2.
For O=C1C(Cc2ccccc2)Nc2ncnc(N3CCN(c4ccccc4)CC3)c2N1Cc1ccccc1 (stereo not given) the results were GRIN3A LBD mod -2, A3G deaminase 0, APOBEC3A inh 1, Gli-Sufu block 11, CXCR6 inh 29, MPTP block 0.6, CCR6 antag 34 and EBI2 block 6.
CN(Cc1ccccc1)c1ncnc2c1cnn2-c1ccccc1 was read as GRIN3A LBD mod 0, A3G deaminase -4, APOBEC3A inh -1, Gli-Sufu block -89, CXCR6 inh -8, MPTP block -1.4, CCR6 antag 3 and EBI2 block 9.
O=C(O)C1OCC2(CO1)COC(C(=O)O)OC2 (stereo not given) was read as GRIN3A LBD mod 0, Gli-Sufu block 3, CXCR6 inh 3, MPTP block -0.7, CCR6 antag -6 and EBI2 block 8.
CCCSc1nnc(NC(=O)CSc2sc3c(O)cc(=O)[nH]c3c2C#N)s1 was read as GRIN3A LBD mod -4, A3G deaminase 42, APOBEC3A inh 62, Gli-Sufu block -7, CXCR6 inh 1, MPTP block 0.1, CCR6 antag 4 and EBI2 block -3.
CC(C)CC(=O)Nc1ccc(-c2nc3ccccc3c(=O)[nH]2)cc1 was read as GRIN3A LBD mod -9, A3G deaminase 2, APOBEC3A inh 6, Gli-Sufu block -71, CXCR6 inh 3, MPTP block 1.8, CCR6 antag -14 and EBI2 block -1.
For CC(OC(=O)CNC(=O)c1sc2ccccc2c1Cl)C(=O)NC1(C#N)CCCCC1 (stereo not given) the results were GRIN3A LBD mod -3, A3G deaminase -7, APOBEC3A inh -2, Gli-Sufu block -1, CXCR6 inh -3, MPTP block -0.9, CCR6 antag 2 and EBI2 block 8.
For COc1ccc(-n2cnnc2SCC(=O)Nc2cc(C)on2)cc1 the results were GRIN3A LBD mod 0, A3G deaminase 2, APOBEC3A inh -1, Gli-Sufu block -6, CXCR6 inh -3, MPTP block -0.5, CCR6 antag -4 and EBI2 block -10.
Screening C=CCc1cc(/C=N/n2cnnc2)cc(OCC)c1O returned GRIN3A LBD mod 2, A3G deaminase 3, APOBEC3A inh 2, Gli-Sufu block -12, CXCR6 inh 4, MPTP block -2.2, CCR6 antag -8 and EBI2 block -6.
Screening N#CCCN(C(=O)COC(=O)CCNS(=O)(=O)c1ccccc1)c1ccccc1 returned GRIN3A LBD mod 0, A3G deaminase -8, APOBEC3A inh -4, Gli-Sufu block -13, CXCR6 inh 14, MPTP block -0.4, CCR6 antag 18 and EBI2 block 1.
`CCCCCCCCC(=O)O` gave GRIN3A LBD mod -2, A3G deaminase -1, APOBEC3A inh -1, Gli-Sufu block 5, CXCR6 inh 3, MPTP block -1.6, CCR6 antag -2 and EBI2 block -3.
Screening CCC(CC)C(=O)c1c[nH]c(C(=O)NCc2ccc(F)cc2)c1 returned GRIN3A LBD mod 1, A3G deaminase -8, APOBEC3A inh -5, Gli-Sufu block -6, CXCR6 inh -3, MPTP block 1.6, CCR6 antag 2 and EBI2 block 19.
CCOC(=O)C1CCN(C(=O)CCc2c(C)nc3cc(-c4ccc(OC)cc4OC)nn3c2C)CC1 was read as GRIN3A LBD mod 0, A3G deaminase -7, APOBEC3A inh 0, Gli-Sufu block 14, CXCR6 inh 1, MPTP block 2.2, CCR6 antag 8 and EBI2 block 3.
Screening Cc1cccc(NC(=O)c2ccc([N+](=O)[O-])o2)c1C returned GRIN3A LBD mod -1, A3G deaminase -8, APOBEC3A inh 1, Gli-Sufu block -9, CXCR6 inh -7, MPTP block 2.4, CCR6 antag -18 and EBI2 block -1.
Screening CC1(C)CC(=O)C2=C(C1)NC(=O)NC2c1ccc([N+](=O)[O-])cc1 (stereo not given) returned GRIN3A LBD mod -2, A3G deaminase -1, APOBEC3A inh 4, Gli-Sufu block -6, CXCR6 inh -3, MPTP block 0.6, CCR6 antag 12 and EBI2 block 4.
For CCCCc1ccc(-c2ccc(C)cc2O)nc1 the results were GRIN3A LBD mod 2, A3G deaminase -3, APOBEC3A inh -4, Gli-Sufu block -91, CXCR6 inh -5, MPTP block 1.8, CCR6 antag 3 and EBI2 block 7.
`COC(=O)c1ccccc1C(=O)N(c1ccccc1)c1ccccc1` gave GRIN3A LBD mod 0, A3G deaminase -9, APOBEC3A inh -2, Gli-Sufu block 8, CXCR6 inh 2, MPTP block 2.2, CCR6 antag 7 and EBI2 block 3.
For CCCC(=O)C1=C(O)C(C(=O)OC)C(C)(C)CC1=NCc1ccccc1 (stereo not given) the results were GRIN3A LBD mod -5, A3G deaminase -4, APOBEC3A inh -1, Gli-Sufu block 4, CXCR6 inh 5, MPTP block -0.5, CCR6 antag 20 and EBI2 block 2.
For C=CCNC(=O)c1ccccc1NC(=O)Cc1ccccc1[N+](=O)[O-] the results were GRIN3A LBD mod -1, A3G deaminase -2, APOBEC3A inh 0, Gli-Sufu block 4, CXCR6 inh 4, MPTP block 5.5, CCR6 antag 7 and EBI2 block 0.

Nothing new here: entries from further up.
For CCCC(=O)C1=C(O)C(C(=O)OC)C(C)(C)CC1=NCc1ccccc1 (stereo not given) the results were GRIN3A LBD mod -5, A3G deaminase -4, APOBEC3A inh -1, Gli-Sufu block 4, CXCR6 inh 5, MPTP block -0.5, CCR6 antag 20 and EBI2 block 2.
For C=CCNC(=O)c1ccccc1NC(=O)Cc1ccccc1[N+](=O)[O-] the results were GRIN3A LBD mod -1, A3G deaminase -2, APOBEC3A inh 0, Gli-Sufu block 4, CXCR6 inh 4, MPTP block 5.5, CCR6 antag 7 and EBI2 block 0.

(next part)
O=C(c1ccc(N2CCCCC2)c([N+](=O)[O-])c1)N1CCOCC1 was read as GRIN3A LBD mod -2, A3G deaminase -9, APOBEC3A inh 0, Gli-Sufu block 1, CXCR6 inh 4, MPTP block 0.0, CCR6 antag 5 and EBI2 block -3.
O=C(c1ccccc1)N1CCN=C1SCc1ccc([N+](=O)[O-])cc1 was read as GRIN3A LBD mod 24*, A3G deaminase -2, APOBEC3A inh -1, Gli-Sufu block 5, CXCR6 inh 0, MPTP block 0.5, CCR6 antag 14 and EBI2 block 19.
For CCOC(=O)c1nnc(-c2ccc(C)cc2)nc1Sc1cccc(Cl)c1 the results were GRIN3A LBD mod -1, A3G deaminase -6, APOBEC3A inh 0, Gli-Sufu block -26, CXCR6 inh 3, MPTP block 6.0, CCR6 antag 12 and EBI2 block -24.
O=C(COc1ccccc1)N1CCN(C(=O)c2ccco2)CC1 was read as GRIN3A LBD mod -2, A3G deaminase 15, APOBEC3A inh 8, Gli-Sufu block -2, CXCR6 inh -3, MPTP block -1.2, CCR6 antag -4 and EBI2 block 0.
CCCNc1nc2c(c(=O)[nH]c(=O)n2C)n1CCOc1ccccc1 was read as GRIN3A LBD mod -3, A3G deaminase -7, APOBEC3A inh -5, Gli-Sufu block 12, CXCR6 inh 2, MPTP block -0.2, CCR6 antag 6 and EBI2 block -11.
`Cc1ccc(SCc2[nH]nc3c2C(C(C)C)C(C#N)=C(N)O3)cc1` (stereo not given) gave GRIN3A LBD mod -14, A3G deaminase -4, APOBEC3A inh -3, Gli-Sufu block 3, CXCR6 inh 0, MPTP block 3.7, CCR6 antag 4 and EBI2 block 1.
`Cc1onc(-c2c(Cl)cccc2Cl)c1NC(=O)NN(C)C` gave GRIN3A LBD mod -1, A3G deaminase -10, APOBEC3A inh -6, Gli-Sufu block -13, CXCR6 inh -6, MPTP block 0.6, CCR6 antag 2 and EBI2 block -1.
Screening COc1ccc(-c2n[nH]c(=S)n2CC(C)C)cc1 returned GRIN3A LBD mod -1, A3G deaminase 26, APOBEC3A inh -2, Gli-Sufu block 8, CXCR6 inh -9, MPTP block 2.9, CCR6 antag 8 and EBI2 block 1.
For Cn1c(=O)c2c(nc(CN3CCOCC3)n2CC(=O)c2ccccc2)n(C)c1=O the results were GRIN3A LBD mod 3, A3G deaminase 0, APOBEC3A inh 2, Gli-Sufu block 0, CXCR6 inh -1, MPTP block 0.5, CCR6 antag 30 and EBI2 block -2.
Screening CCOc1ccc(N(C(C)C(=O)N2CCCC2)S(C)(=O)=O)cc1 (stereo not given) returned GRIN3A LBD mod -2, A3G deaminase -4, APOBEC3A inh -3, Gli-Sufu block 31, CXCR6 inh 0, MPTP block -0.8, CCR6 antag 1 and EBI2 block 1.
Cc1cc(C)c(C(=O)N(CCN(C)C)CC2CCCN(Cc3ccccc3F)C2)o1 (stereo not given) was read as GRIN3A LBD mod -1, A3G deaminase -8, APOBEC3A inh -3, Gli-Sufu block 19, CXCR6 inh 2, MPTP block 0.1, CCR6 antag 11 and EBI2 block -1.
O=C(CSc1nc2nc(-c3cccs3)cc(C(F)(F)F)c2c(=O)[nH]1)NCc1ccco1 was read as GRIN3A LBD mod -1, A3G deaminase -2, APOBEC3A inh 10, Gli-Sufu block -1, CXCR6 inh 2, MPTP block -2.7, CCR6 antag 7 and EBI2 block -16.
`Cc1ccc2nsnc2c1S(=O)(=O)N1CCN(C)CC1` gave GRIN3A LBD mod 1, A3G deaminase -3, APOBEC3A inh -3, Gli-Sufu block -14, CXCR6 inh 10, MPTP block -1.0, CCR6 antag 10 and EBI2 block -4.
Screening COc1ccc(NC(=O)C(C)SCc2ccccc2)cc1OC (stereo not given) returned GRIN3A LBD mod -1, A3G deaminase -1, APOBEC3A inh 4, Gli-Sufu block 16, CXCR6 inh -7, MPTP block 6.7, CCR6 antag -3 and EBI2 block 3.
`CCN(CC)S(=O)(=O)c1ccc(N2CC(C(=O)NCc3cccnc3)CC2=O)cc1` (stereo not given) gave GRIN3A LBD mod -1, A3G deaminase -9, APOBEC3A inh -2, Gli-Sufu block 3, CXCR6 inh 3, MPTP block -0.5, CCR6 antag -11 and EBI2 block 16.
Screening COc1ccc(CC(=O)NCCC2=CCCCC2)cc1 returned GRIN3A LBD mod 0, A3G deaminase -1, APOBEC3A inh 4, Gli-Sufu block -4, CXCR6 inh 1, MPTP block -2.7, CCR6 antag 11 and EBI2 block -3.
For COc1ccc(OC)c(CCNC(=O)c2cccc(NC3=NC4CS(=O)(=O)CC4S3)c2)c1 (stereo not given) the results were GRIN3A LBD mod 0, A3G deaminase -3, APOBEC3A inh -3, Gli-Sufu block 0, CXCR6 inh -2, MPTP block -0.1, CCR6 antag 6 and EBI2 block -3.
Screening CCCCS/C(N)=N/N=C/c1cc(C)ccc1O returned GRIN3A LBD mod -4, A3G deaminase 0, APOBEC3A inh -2, Gli-Sufu block 6, CXCR6 inh 7, MPTP block 1.4, CCR6 antag 5 and EBI2 block -10.
CC(C)CN1CCN(Cc2ccc(CN3CCCCC3)s2)CC1CCO (stereo not given) was read as GRIN3A LBD mod 0, A3G deaminase -5, APOBEC3A inh -1, Gli-Sufu block 11, CXCR6 inh 5, MPTP block 0.3, CCR6 antag -1 and EBI2 block -7.
`CCN=C(NC#N)SCc1c(F)cccc1Cl` gave GRIN3A LBD mod -1, A3G deaminase -6, APOBEC3A inh 0, Gli-Sufu block 0, CXCR6 inh -4, MPTP block -0.3, CCR6 antag -6 and EBI2 block -3.

Not a hit list; any-hit rate near 5.8%.
